# High-throughput results from PubChem BioAssay.
# Insulin prom inh: TRM-6 insulin promoter activity inhibition | TRM-6 cells (human fetal islet line), insulin promoter-eGFP reporter, imaging; reporter expression induced with tamoxifen | 0.9% of 130,000 active | inhibition, % at 2 µM;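 active = inhibition above the mean plus 3 SD, with well images judged a real hit on visual review, cut at about 60% in these data, passing the limit was not always enough; inconclusive = inhibition over the cutoff but images rejected on review; inactive = inhibition not above the cutoff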
# SDO1 yeast rescue: restores growth of sdo1-depleted yeast; S. cerevisiae sdo1-depleted JHY4D growth rescue, OD600 30 h; stronger effect = higher value; pdr5 snq2 efflux-pump mutant strain; z-score at 10 µM; AID 817; 0.21% of 140,000 active;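 active = z-score above 3 at both the 24 hr and the 30 hr optical density reads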;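 note: z-score against mean and SD of all compound wells on the same plate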
# SDO1 yeast rescue Rescue 24 h: also measured in SDO1 yeast rescue; calls as there; z-score; S. cerevisiae sdo1-depleted JHY4D growth rescue, OD600; measured here: growth rescue at 24 h;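 0 is the plate mean of compound wells and units are plate SD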
# * marks the source's active call; other numbers are inactive results; ? = inconclusive; . = no result given; [ ] = another dose, or the depositor's remark.
SDO1 yeast rescue Rescue 24 h | SDO1 yeast rescue | compound | Insulin prom inh
-0.69 | -1.2 | Cc1ccc(S(=O)(=O)NCCC(=O)Nc2ccc(C)c(Cl)c2)cc1C | -23
-0.03 | -0.35 | COC(=O)CSc1nnc(-c2ccccc2OC)n1-c1ccc(C)cc1 | -9
0.83 | 0.87 | CC(C)OCCCNC(=O)C1CCC(CNS(=O)(=O)c2ccccc2)CC1 (stereo not drawn) | -28
-0.4 | 0.24 | CCC1(CC)C(=O)N(C)C(=O)NC1=Nc1ccc(OC)cc1 | 22
-1.5 | -1.1 | Cc1ccc(/C=N/n2cnc3sc(-c4ccccc4)cc3c2=O)o1 | 14
. | . | NC(=S)c1cc2cc(Br)ccc2oc1=O | 40
0.47 | 0.73 | CCOC(=O)C1C(=O)NCC2CCCC21 (stereo not drawn) | 9
. | . | COC(=O)Nc1nn(-c2ccc(C)cc2)c(=O)c(C#N)c1C | 47
-1.2 | -1.4 | O=C(CN(c1ccccc1)S(=O)(=O)c1ccccc1)N1CCN(Cc2ccc3c(c2)OCO3)CC1 | 17
-1.5 | -0.93 | N=c1c2c(ncn1CCN1CCOCC1)Oc1ccc3ccccc3c1C2c1ccccc1 (stereo not drawn) | 28
-1.1 | -2 | Cn1c(Sc2ccccc2Cl)c(C=O)c2ccccc21 | -3
0.03 | -0.24 | O=C(OC(C(=O)Nc1ccc(Cl)cc1C(F)(F)F)c1ccccc1)C1=COCCO1 (stereo not drawn) | .
2 | -0.44 | CCc1nnc(NC(=O)CSc2nnc(COc3ccccc3)n2Cc2ccccc2)s1 | 12
0.8 | 1.3 | Cn1nnc(NC(=O)c2ccco2)n1 | 36
-1.2 | -1.6 | COc1ccccc1Nc1nc(N)nc(CSC(=S)N2CC(C)CC(C)C2)n1 (stereo not drawn) | .
-0.48 | -1.1 | COc1ccccc1C(=O)O/N=C(\N)c1ccccc1Cl | 30
-0.39 | 0.09 | O=C1C2C3CCC(C3)C2C(=O)N1Cc1ccccc1 (stereo not drawn) | 35
0.09 | 0.07 | Cc1ccccc1CSCC(=O)NC(=O)NC(C)(C)C | -58
-1.5 | -0.34 | S=C(NCCCn1ccnc1)NC1CCCCC1 | 3
0.24 | 0.82 | Cc1cc(C)n(C/C=C/Cn2nc(C)cc2C)n1 | 35
0.13 | -0.35 | O=C(NCCCc1ccccc1)c1ccc(Br)o1 | 56
1.7 | 0.7 | Cc1ccc(/C=N/NC(=O)c2nn(C)cc2Cl)cc1 | 37
-0.58 | 0.74 | O=C(NCc1ccc2c(c1)OCO2)c1ccc(=O)[nH]c1 | 6
-0.91 | -0.55 | O=C(O)Cn1nc(-c2ccccc2)c2ccccc2c1=O | ?
-0.49 | 0.37 | CC(=O)Oc1ccc2c(=O)c(Oc3ccccc3[N+](=O)[O-])coc2c1 | -20
0.27 | 0.6 | CCOC(=O)c1nc(N)c(C(=O)OCC)[nH]1 | 32
-0.25 | -0.14 | CCOC(=O)c1c(NC(=S)Nc2ccccc2)sc2c1CC(C)(C)SC2 | -50
-0.05 | -0.54 | Cc1cc(C(=O)NCc2ccccc2Br)no1 | 24
-0.64 | -0.61 | N#CC1=C(N)S[C@@H](C(=O)c2ccc(F)cc2)[C@@H]1c1cccs1 | 41
0.99 | 1.8 | O=C(c1ccccc1)N1CCN(CC(O)COCC2CC=CCC2)CC1 (stereo not drawn) | .

# Compounds shown so far with a furan ring, fused or not (3):
SDO1 yeast rescue Rescue 24 h | SDO1 yeast rescue | compound | Insulin prom inh
-1.5 | -1.1 | Cc1ccc(/C=N/n2cnc3sc(-c4ccccc4)cc3c2=O)o1 | 14
0.8 | 1.3 | Cn1nnc(NC(=O)c2ccco2)n1 | 36
0.13 | -0.35 | O=C(NCCCc1ccccc1)c1ccc(Br)o1 | 56

# The listing picks up with the 4 entries that preceded the break.
SDO1 yeast rescue Rescue 24 h | SDO1 yeast rescue | compound | Insulin prom inh
-0.25 | -0.14 | CCOC(=O)c1c(NC(=S)Nc2ccccc2)sc2c1CC(C)(C)SC2 | -50
-0.05 | -0.54 | Cc1cc(C(=O)NCc2ccccc2Br)no1 | 24
-0.64 | -0.61 | N#CC1=C(N)S[C@@H](C(=O)c2ccc(F)cc2)[C@@H]1c1cccs1 | 41
0.99 | 1.8 | O=C(c1ccccc1)N1CCN(CC(O)COCC2CC=CCC2)CC1 (stereo not drawn) | .
1.7 | 1.7 | COc1ccccc1Oc1c(C)oc2c(CN3CCN(CCO)CC3)c(O)ccc2c1=O | 14
0.09 | 0.26 | O=C(Nn1cnnc1)c1ccncc1 | 50
-1 | -0.11 | O=C(Nc1ccc2c(c1)CCC2)c1cnccn1 | 0
. | . | Cc1nc([N+](=O)[O-])c(C(=O)OCc2ccccc2F)n1C | -6
-0.5 | -0.31 | COC(=O)Nc1ccc(OC)c(OC)c1 | 61
. | . | CCOC(=O)C1CCN(Cc2cc(C(C)(C)C)c(O)c(C(C)(C)C)c2)CC1 | 57
. | . | Cc1ccc2sc(C)[n+](CCCS(=O)(=O)[O-])c2c1 | 29
-0.83 | 0.11 | Cc1ccc2[nH]c(-c3ccccc3)c(CN3CCN(C)CC3)c(=O)c2c1 | 11
. | . | C/C(=N\Nc1ccc(C(F)(F)F)cn1)c1ccncc1 | 2
0.15 | 0.45 | CC(C)NC(=O)c1ccccc1-c1ccccc1 | -50
. | . | Cc1ccc(-n2nnc3c(SCC(=O)N4CCN(c5ccccc5)CC4)ncnc32)cc1 | -11
. | . | CN1CCN(C(=O)c2cc(COc3c(F)cccc3F)on2)CC1c1ccccc1 (stereo not drawn) | -57
. | . | Cc1cccc(NC(=O)Cn2nnc(C(=O)NCc3ccco3)c2N)c1 | -45
1.1 | 1.2 | O=C(CSc1ncn[nH]1)c1cccc([N+](=O)[O-])c1 | -17
0.87 | 0.85 | COc1cc2nc3occc3c(OC)c2cc1OC | -14
-1.1 | -1.9 | C#CCSc1nnc(CSc2nc3ccccc3s2)n1-c1ccccc1 | -436
-1.1 | 0.47 | COc1ccc(Cl)cc1C(=O)NCC(C)C | .
-0.13 | 0.16 | O=C(NC1CC1)c1ccc2c3c(cccc13)CC2 | 17
-0.55 | -0.83 | C=CCN=c1scc(-c2ccc(F)cc2)n1/N=C/c1ccccn1 | .
. | . | CCOC(=O)C1=C(O)C(=O)N(CCCn2ccnc2)C1c1ccc(OC)cc1 (stereo not drawn) | 33
-0.12 | -0.34 | Cc1cccc(CSC2=NN3CCCC(=O)N=C3S2)c1 | -20
0.09 | 0.35 | CCCc1nc(SCC(N)=O)[nH]c(=O)c1CC | -23
-0.96 | -0.62 | COc1ccc(NC(=O)CN(c2ccc([N+](=O)[O-])cc2)S(=O)(=O)c2ccccc2)c(OC)c1 | 22
0.66 | 0.1 | CCc1sc(C(=O)Nc2ccc(F)cc2C)cc1C | 3
-0.23 | -0.92 | COCCCNC(=O)Cn1nnc(-c2ccc(NC(=O)c3ccc(F)cc3)cc2)n1 | 44
0.99 | 1 | Cc1nc2cc(S(=O)(=O)C(F)(F)F)ccc2s1 | .
2.5 | 2 | CCC(C)(C)NC(=O)c1cc([N+](=O)[O-])ccc1N1CCOCC1 | -19
-0.15 | -0.21 | COC(=O)c1ccccc1OCCOCCOc1cccc2cccnc12 | -53
. | . | CC1=C(C(=O)OCc2ccc3c(c2)OCO3)C(c2ccc(O)c([N+](=O)[O-])c2)NC(=O)N1 (stereo not drawn) | 18
0.4 | 0.78 | O=C(NCc1cccnc1)c1noc2c1CCCC2 | -3

# Molecules shown so far containing a tert-butyl group:
SDO1 yeast rescue Rescue 24 h | SDO1 yeast rescue | compound | Insulin prom inh
0.09 | 0.07 | Cc1ccccc1CSCC(=O)NC(=O)NC(C)(C)C | -58
. | . | CCOC(=O)C1CCN(Cc2cc(C(C)(C)C)c(O)c(C(C)(C)C)c2)CC1 | 57

# (list continues)
SDO1 yeast rescue Rescue 24 h | SDO1 yeast rescue | compound | Insulin prom inh
-0.31 | -0.93 | CCCCNc1c2c(nc3c(-c4ccccc4)c(C)nn13)CCC2 | -4
0.59 | 0.75 | COc1cc(C(=O)NNC(=O)c2ccc(S(=O)(=O)N3CCCCC3)cc2)cc(OC)c1OC | -29
-0.11 | 0.42 | Cc1nc(NC(=O)c2ccc(Br)s2)sc1C(=O)N(C)C | 50
-0.45 | 0.21 | C/C(=N\NC(=O)C1CCCN(S(=O)(=O)c2ccccc2)C1)c1ccccn1 (stereo not drawn) | 61
1 | 1.4 | OCC(CO)(CO)NCc1ccc(-c2ccccc2)cc1 | -66
-0.62 | -1.2 | COc1ccc2c(c1)c(CCN1C(=O)c3ccccc3C1=O)cn2C(=O)c1ccco1 | -30
0.33 | 0.28 | CC1=C(C(=O)Nc2ccccc2)C(c2ccc(C)o2)N2C(=O)CSC2=N1 (stereo not drawn) | .
0.07 | 0.67 | Cc1ccc(S(=O)(=O)N(C)Cc2ccc(C(=O)N/N=C3\CCCC(=O)C3)cc2)cc1 | .
-0.19 | 0.18 | COC(=O)CNc1nc(OC)nc(N(C)C)n1 | -23
-0.95 | -1.8 | Nc1c(C(=O)NCc2ccc(F)cc2)c2nc3ccccc3nc2n1CCCN1CCOCC1 | 28
-0.43 | 0.07 | Cc1oc(-c2ccc(Cl)cc2)nc1CS(=O)CC(=O)NCCCN(C)C1CCCCC1 (stereo not drawn) | 0
-0.11 | -0.08 | CC(=O)Nc1ccc(NC(=O)C(C)c2cccc(C(=O)c3ccccc3)c2)cc1 (stereo not drawn) | 8
1.3 | 0.8 | O=C(NC1CCCCCCC1)c1cnccn1 | .
-0.61 | -0.12 | Cc1nn(C(=O)c2nn(C)cc2Cl)c(C)c1Br | -54
-0.78 | -0.43 | COc1ccc(OC)c(C(=O)c2ccc(C(=O)N3CCCCC3)cc2)c1 | -6
0.37 | 0.03 | CCCCOc1ccc(-c2nnn(CC(=O)c3c[nH]c4ccccc34)n2)cc1 | -14
0.29 | 0.64 | CCC(=O)Nc1ccc(NC(=O)c2ccc3c(c2)OCO3)cc1 | .
0.4 | 0.31 | CN(C1=NC(=O)C(CC(=O)Nc2ccc(Br)cc2)S1)c1ccc(O)cc1 (stereo not drawn) | 29
0.06 | -0.49 | CCOC(=O)c1[nH]c2ccc(OC)cc2c1NC(=O)c1ccc2c(c1)OCO2 | -7
. | . | COc1ccc(NC(=O)COC(=O)C23CC4CC(CC(Cl)(C4)C2)C3)c(OC)c1 | -8
-0.3 | -0.78 | CCCn1c2ccccc2c2nnc(SCc3[nH]c(=O)[nH]c3C(=O)CCCCC(=O)OCC)nc21 | .
-0.02 | 0.37 | CC(C)(C)OC(=O)NCC(=O)NCC(=O)OCc1ccccc1 | -29
0.58 | 0.3 | CC(=O)NN1C(=O)/C(=C/c2ccc(Br)o2)SC1=S | -22
0.29 | 1 | Cc1ccc(-c2nc(N)n(C(=O)Cc3ccccc3)n2)cc1 | -41
0.18 | -0.16 | CCN(CC)CCNC(=O)C12CC3CC(C)(CC(C)(C3)C1)C2 | 6
1.2 | -0.02 | COc1ccc2nc(NC(=O)CSc3nnc(N)s3)sc2c1 | .
. | . | Cc1oc2nc(SCC(=O)NC3CCCCC3)nc(N)c2c1C | -8
-0.5 | -0.22 | N#C/C(=C\c1c(N2CCCCC2)nc2ccccn2c1=O)C(=O)NCc1ccco1 | -3
0.06 | 0.35 | Cc1ccc(-c2nn(C)c(=O)c3ccccc23)cc1CNC(=O)c1ccco1 | 33
0.44 | 0.72 | COC(=O)c1ccccc1NC(=O)Cn1nc2n(C)c3ccccc3n2c(=O)c1=O | .
-0.43 | -0.14 | O=C1CCSc2cccc3cccc(c23)N1 | 7
-0.15 | -0.06 | Cc1nnsc1C(=O)Nc1ccccc1 | 23
0.22 | 0.14 | CCn1ncc(C2=NOC(C(=O)Nc3ccc4c(c3)OCO4)C2)c1C (stereo not drawn) | 7
0.83 | 0.26 | Cc1cc([N+](=O)[O-])cc2c1NCC1CC=CC21 (stereo not drawn) | 6
-0.97 | -2 | CCOC(=O)N1CCC2(CC1)C(C#N)=C(N)Oc1c2sc2nc(C)cc(C)c12 | -285
-0.34 | -1.4 | Brc1ccc(/C=N/N2CCN(C3c4ccccc4-c4ccccc43)CC2)s1 | 0
-0.42 | -0.46 | CCC(C)NC(=O)c1cc(CC(C)C)on1 (stereo not drawn) | .
0.42 | 0.54[7.6 µM] | c1ccc(C2Nc3ccccc3-c3nc4ccccc4n32)nc1 (stereo not drawn) | .
-0.77 | -1.4 | Cn1cccc1/C=C1\CCC/C(=C\c2cccn2C)C1=O | -81
-0.34 | 0.08 | CCOc1ccc(CNc2ccc(N3CCOCC3)c(C(=O)O)c2)cc1 | 54
0.07 | 0.97 | CCn1c(=O)c(=O)[nH]c2cc(C(=O)NCC3CCCCC3)ccc21 | 27
1.1 | 1.1 | COC(=O)c1c(N)sc(C(=O)N2CCOCC2)c1C | -40
-1.4 | -0.92 | Cc1ccc(-c2nc(C)sc2CC(=O)NCc2ccco2)cc1 | -39
. | . | CCN1CCCc2cc(CN(CCN3CCOCC3)C(=S)Nc3ccccc3OC)ccc21 | -26
0.57 | 0.74 | Cc1cc(C)nc(SCc2nnc(SCC(=O)Nc3c(C)cccc3C)o2)n1 | 44
. | . | CCC(CC)N1CCN(CCc2ccccc2)C(CCO)C1 (stereo not drawn) | 0
1.3 | 0 | CCSc1nc2c(sc3nc(C)cc(C)c32)c(=O)[nH]1 | 42
-0.92 | -0.5 | CCC(C)N(C(=O)C(F)(F)F)C(C(=O)NC1CCCCC1)c1ccncc1 (stereo not drawn) | -52
-0.54 | 0.14 | CCOC(=O)c1c(-c2cccc([N+](=O)[O-])c2)csc1NC(=O)CCCOc1ccccc1 | .
-0.41 | -0.93 | O=S(=O)(c1ccc2c(c1)OCCO2)N1CCN(Cc2ccccc2)CC1 | -19
